Screens (PubChem)
Abeta rescue: qHTS for compounds that reverse cellular toxicity of Amyloid beta (A-beta) peptide in yeast: Primary Screen. yeast expressing A-beta42, growth rescue, OD600, 48 h; response scale: 0% DMSO, 100% iron-clioquinol control. Potency, µM (titrated, usually from 46.1 µM), for the others: top-dose growth rescue, hits mostly activators. hit rate 0.063% among 410,000; also: potency is read from the fitted curve at half-maximal effect; nearly all actives have a fitted effect of over 55% in size
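Growth rescue measured by 600 nm absorbance after 48 h yeast culture at 30 C with compound. Values normalized between DMSO and an equimolar ferric chloride plus clioquinol control.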
pAkt inh: HTS Assay for Inhibitors of Akt Phophorylation: Primary Screen | Neuro2A IGF-stimulated pAkt S473 HTRF, 20 min; hits give low values | activity change, % for hits at 50 µM | hit rate 0.32% among 360,000; in the data active = activity change below about -80%; inconclusive = mostly about -51% to -80%; also: % is scaled to controls: 0 for no effect and ±100 for the full control effect
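Neuro2A cells (4,500/well, DMEM with 0.5% FBS) were treated with compound at a single 50 µM final concentration, stimulated with 6 nM IGF for 20 min at 37 °C, and lysed. Phospho-Akt Ser473 was read by HTRF as 665/615 ratio ×10^4.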
A549 tox: Nrf2 qHTS screen for inhibitors: counterscreen for cytotoxicity; Potency, µM (top dose mostly 46 µM), for inactives: top-dose activity change, negative = cytotoxicity, most hits filed as inhibitors; hit rate 0.16% among 390,000; A549 ARE-Fluc cells, CellTiter-Fluor viability, 18-24 h; also: potency is read from the fitted curve at half-maximal effect; % is scaled to controls: 0 for no effect and ±100 for the full control effect
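Cytotoxicity counterscreen: CellTiter-Fluor fluorescence was measured in A549 ARE_Fluc cells after 18-24 h of compound exposure in a concentration series. The subsequent BugLite luminescent read reports ARE-luciferase activity.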
HepG2 viability: qHTS for Inhibitors of TGF-b: Cytotox Counterscreen | HepG2 CAGA-GFP viability, ATP luminescence, 18 h | Potency, µM (doses to about 46.1 µM), for inactives: at the highest dose activity change, negative = cytotoxicity, actives largely listed as cytotoxic | hit rate 0.76% among 410,000 | AID 588856, 2011; also: potency is read from the fitted curve at half-maximal effect; some results filed as inactive show a strong effect at the top dose
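HepG2 CAGA-GFP cells (1000/well, DMEM with 1% FBS) received compound, then TGF-beta at 500 pg/mL final, and were incubated 18 hours at 37 degrees C. Viability was read by CellTiter-Glo luminescence. Media-only wells were set as complete cell-killing and DMSO as no toxicity.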
TGFb inhibitor: qHTS for Inhibitors of TGF-b | HepG2 CAGA-GFP TGF-b/SMAD3 reporter, GFP fluorescence, 18 h; TGF-beta stimulated, 500 pg/mL final | Potency, µM (doses to about 46.1 µM), for the others: at the highest dose activity, negative = inhibition, usual class: inhibitors | hit rate 1.2% among 410,000; also: potency is read from the fitted curve at half-maximal effect; % is scaled to controls: 0 for no effect and ±100 for the full control effect; nearly all actives have a fitted effect of over 65% in size
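Inhibition was scored as loss of TGF-beta-induced (500 pg/mL final, 18 hours, 37 degrees C) GFP in HEPG2 cells carrying a CAGA-GFP reporter, in DMEM with 1% FBS. Well GFP was summed per cell; Activity was normalised to unstimulated and stimulated DMSO wells, then concentration-response fitting.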
MmCpn inh: Inhibitors of TCP-1 ring complex (TRiC) of Methanococcus maripaludis (MmCpn): qHTS | Chaperonin Mm-Cpn (Methanococcus maripaludis) | hit rate 0.031% among 330,000 | Potency, µM (doses to about 76.9 µM), for inactives: at the highest dose activity, negative = inhibition, hits mostly inhibitors | AID 504842, 2011 | purified Mm-Cpn ATPase, ADP Transcreener TR-FRET; also: potency is read from the fitted curve at half-maximal effect; % is scaled to controls: 0 for no effect and ±100 for the full control effect; nearly all actives have a fitted effect of over 80% in size
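ATP (10 uM final) was added to archaeal chaperonin (25 nM final) after 10 min exposure to test compound at 37°C; after 30 min further incubation, ADP was detected by competitive TR-FRET.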
Nrf2 ARE act: qHTS of Nrf2 Activators; AREc32 ARE-luciferase reporter (MCF7-derived line), luminescence, 24 h; Potency, µM (top dose mostly 46.1 µM), without a hit: at the highest dose activation, hits mostly activators; hit rate 0.31% among 410,000; also: potency is read from the fitted curve at half-maximal effect; % of control where 0% means no effect; nearly all actives have a fitted effect of over 65% in size
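AREc32 cells carrying an ARE-driven firefly luciferase reporter were seeded at 1000 cells/well in OPTI-MEM with 5% FBS, then exposed to compound for 24 hr at 37 deg C. Luminescence was read with Steady-Glo after 30 min at RT.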
Nrf2 block: Nrf2 qHTS screen for inhibitors | Potency, µM (titrated, usually from 46 µM), without a hit: at the highest dose activity change, negative = inhibition, most hits filed as inhibitors | AID 504444, 2011 | A549 ARE-Fluc reporter, luciferase luminescence, 18-24 h | hit rate 2.1% among 360,000; also: potency is read from the fitted curve at half-maximal effect; % is scaled to controls: 0 for no effect and ±100 for the full control effect; nearly all actives have a fitted effect of over 60% in size
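Quantitative HTS in A549 cells stably bearing an antioxidant response element-firefly luciferase construct. Inhibition of Nrf2-driven transcription was scored by luminescence after 18-24 h of compound exposure at 37 °C.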
CCT chaperon mod: High-Throughput Screening for Modulators of Cytosolic Chaperonin Activity. activity change, % (test concentration not listed), hits read low. purified chaperonin ATPase assay, HTRF ADP detection, 30 min. hit rate 0.3% among 360,000; in the data active = activity change below about -30%; also: % is scaled to controls: 0 for no effect and ±100 for the full control effect
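First, chaperonin was dispensed at 40 nM or 20 nM final depending on batch activity. Next, compounds were pinned at 76 uM and ATP added at 10 uM. After 30 min at 37 °C, ADP detection reagents ran 30 min at ambient temperature.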
Starred values were filed as active, the others as inactive; i = inactive; ? = inconclusive; . = no result given; & = joins results of further samples; [ ] = remark or other dose. Unless noted, calls follow the shape of the dose curve; as a rule, active = well fitted curve in the direction sought with a large enough effect; inconclusive = small, poorly fitted or top-dose-only effect, or another doubt; inactive = no such curve, though single readings can be large; an effect the other way counts as inactive or inconclusive.

SMILES	Abeta rescue	pAkt inh	A549 tox	HepG2 viability	TGFb inhibitor	MmCpn inh	Nrf2 ARE act	Nrf2 block	CCT chaperon mod
COc1cc2cc(C[C@H](C)O)oc(=O)c2cc1OC	-5%	i	-1%	2%	12%	1%	0.1%	-12%	0.4
O=C(NCCCN1CCCC1=O)c1cccc(S(=O)(=O)Nc2ccc(F)cc2)c1	1%	i	-3%	-84%	0%	-1%	-0.8%	-18%	-2.8
Cc1cccc(NC(=O)Nc2ccc(F)cc2)n1	-10%&-19%	i	2%&6%	-1%&-16%	0%&-25%	-2%	24%&13%	?	0.1
COc1ccccc1C(=O)NCc1nnc(SC(C)C(=O)Nc2nccs2)n1C (centres undefined)	6%	i	4%	2%	6%	3%	0.0%	18%	-3.0
O=C(CSCc1ccccc1)Nc1cccc(F)c1	-16%	i	1%	1%	-2%	0%	-0.1%	?	-1.5
CNc1ccc2c3c(cccc13)C(=O)N(C)C2=O	14%	i	12%	-4%	-76%	-6%	9.4%	?	0.4
COc1ccc(NC(=O)CCSc2nnc(C)s2)cc1	7%	i	-4%	-2%	-1%	.	0.0%	-16%	-3.2
COc1ccc2[nH]c(=O)c(CN(CCCN(C)C)C(=O)Nc3ccc(F)cc3)cc2c1	-1%	i	-1%	-33%	1%	1%	2.5%	3%	-0.5
Cc1c(C)n(-c2ccc(Cl)cc2)c2ncnc(N)c12	-14%	i	6%	-12%	-5%	3%	2.3%	?	-3.0
CCOCCCNC(=O)CN(c1cc([N+](=O)[O-])ccc1OC)S(C)(=O)=O	-16%	i	1%	6%	-8%	1%	0.2%	5%	0.0
COc1ccc(/C=N/N2C(C)CCCC2C)cc1OC (centres undefined)	-19%	i	4%	-1%	28%	1%	0.4%	?	0.0
O=C(CSc1ccc(-c2ccco2)nn1)NCc1ccccc1Cl	-15%	i	-1%	8%	-15%	-7%	25%	-2%	-0.1
Cc1ccc(NC(=O)CN2C(=O)NC3(CCc4ccccc43)C2=O)cc1S(=O)(=O)N1CCCCC1 (centres undefined)	1%	i	-1%	-24%	-35%	-1%	-0.1%	-29%	-4.4
Cc1cc(Nc2ccc3c(c2)OCCO3)c2cc(Cl)ccc2n1	16%	i	-1%	-22%	?	1%	5.6%	-8%	-1.3
C=CCOC(=O)COc1ccc2c(C)c(C)c(=O)oc2c1C	15%	i	-3%	1%	-4%	1%	0.4%	-5%	-1.0
Cc1ccc(C(=O)NCC(c2cccs2)S(=O)(=O)c2ccccc2)cc1C (centres undefined)	-15%	.	12%	-42%	-15%	.	4.5%	.	.
O=C(CCc1ccccc1)OCC(=O)c1ccc(Br)cc1	8%	i	7%	-15%	-11%	-5%	-0.4%	11%	0.4
O=S(=O)(c1ccc(F)cc1)N1CCC(N2CCCCCC2)CC1	25%	i	3%	-14%	11%	-1%	-0.2%	?	-0.9
COc1ccccc1N1CCN(C(=O)/C=C/c2ccc3c(c2)OCO3)CC1	-38%[inhibitor]	i	14%[1.84 µM]	2%	-3%	1%	-0.5%	?	1.1
CC(=O)Nc1c(Br)cc(N2C(=O)CCC2=O)cc1Br	15%	i	0%	-1%	-3%	-1%	0.4%	6%	-1.8
Nc1ccc(N2CCCCC2)c(S(=O)(=O)Nc2ccc(Cl)cc2)c1	?	i	1%	10%	-16%	-3%	-0.7%	1%	-4.4
Cc1ccccc1OCCn1c(=O)sc2ccccc21	10%[9.22 µM]	i	-2%	-2%	-37%	-1%	3.9%	.	1.1
Nc1[nH]c(C(=O)c2ccccc2)c(-c2ccc(Cl)cc2Cl)c1C(=O)c1ccc(Cl)c(Cl)c1	3%	i	.	.	.	.	-3.1%	.	-1.8
Cc1ccccc1NS(=O)(=O)c1ccc(C(=O)N2CC(C)OC(C)C2)cc1 (centres undefined)	11%	i	-9%	3%	7%	3%	-0.4%	?	0.3
COc1ccc(C2=NN(C(N)=S)C(c3ccccc3)C2)cc1 (centres undefined)	?	i	-6%	10%	-29%	0%	3.7%	12%	-0.5
SMILES	Abeta rescue	pAkt inh	A549 tox	HepG2 viability	TGFb inhibitor	MmCpn inh	Nrf2 ARE act	Nrf2 block	CCT chaperon mod
CCCCCc1ccc(-c2nnc(N)s2)cc1	-31%[inhibitor]	i	1%	12%	5%	0%	-1.4%	?	1.2
Cc1ccc(C)c(S(=O)(=O)N2CCN(C(=O)Cc3ccc(S(=O)(=O)N4CCOCC4)s3)CC2)c1	1%	i	-2%	-22%	0%	1%	-0.5%	-16%	-2.3
CCc1ccc(S(=O)(=O)N/N=C\c2cn(CC(N)=O)c3ccccc23)cc1	-1%	i	2%	0%	-8%	0%	-0.1%	-4%	0.5
Clc1cccc(-c2nc3ccc(Br)cn3c2Cc2ccccc2)c1	-37%[inhibitor]	i	.	-5%	?	.	17%	.	2.4
COC(=O)c1c(NC(=O)c2ccccc2)sc2c1CC(C)(C)NC2(C)C	-14%	i	5%	5%	15%	-13%	0.7%	10%	-5.2
Cc1ccc(Nc2cc(C)c(C#N)c3nc4ccccc4n23)c(C)c1	4%	.	-4%	-3%	-5%	.	-0.8%	8%	.
CCc1nn(CC(=O)Nc2ccc(Br)c(C)c2)c(=N)s1	-17%	i	-8%	0%	16%	0%	3.2%	23%	0.1
Cc1ccc(C(=O)COC(=O)c2nc(Cl)ccc2Cl)cc1	4%	i	-4%	2%	12%	-1%	9.4%	25%	-0.6
O=C(Cn1c(=O)nc(-c2ccccc2)c2ccccc21)NCc1ccccc1Cl	-6%	.	-12%	-14%	0%	.	3.4%	.	.
Cc1nnc(SCc2ccc(CC(=O)O)cc2)o1	-3%	i	-6%	0%	10%	2%	0.0%	27%	0.9
CCOc1ccc(NC(=O)CN(C)C(=O)c2cc(-c3cccs3)nn2-c2ccccc2)cc1OCC	4%	i	-7%	3%	-3%	-2%	0.0%	-8%	0.1
Cc1ccc(Cc2nnc3n(-c4ccccc4)nc(C(=O)c4ccccc4)n3c2=O)cc1	-18%	i	-17%	-15%	2%	-5%	-0.4%	?	0.1
COc1cc(C)c(NC(=O)COc2ccc3c(c2)CCC3)cc1OC	3%	i	8%	-9%	-22%	0%	-0.2%	-15%	-1.0
CCCCCCCCCCCCN1[C@@H](CC(=O)O)c2cc(F)ccc2S1(=O)=O	-84%[inhibitor]	i	-3%	-29%	-10%	.	0.2%	-5%	0.2
CC(=O)c1cn(CC(=O)Nc2ccccc2Cl)c2ccccc12	-21%	i	1%	-25%	-12%	-5%	-0.3%	?	-3.1
O=S(=O)(c1ccc(F)cc1)N(CC(O)Cn1c2ccccc2c2ccccc21)c1ccccc1 (centres undefined)	-2%	.	?	-87%	?	.	-1.3%	?	.
CN(CC(=O)NCCc1ccc(S(N)(=O)=O)cc1)CC(=O)Nc1ccccc1C(F)(F)F	1%	i	1%	0%	?	0%	0.2%	17%	-2.9
CCOC(=O)C1CCN(C(=O)c2ccc(OCC(=O)N3CCOCC3)c(OC)c2)CC1	-2%	i	0%	-1%	-1%	2%	-0.4%	8%	-1.0
O=C(NCc1cc(C(F)(F)F)ccc1Cl)c1cccc2c1C(=O)c1ccc(N3CCC(N4CCCCC4)CC3)cc1S2(=O)=O	6%	i	.	16µM*	?	.	0.6%	.	-0.2
O=C(NCc1ccccc1Cl)c1ccc[nH]1	-1%	i	-3%	-3%	-8%	-3%	0.0%	0%	0.7
CCOc1ccccc1/C=N/NC(=O)Cc1csc(Nc2cccc(C(F)(F)F)c2)n1	18%	i	-8%	-41%	-4%	2%	8.6%	?	-1.2
CC(C)C[C@H]1CNC(=S)N1C[C@H]1CCCN1C[C@H](CC(C)C)N1C[C@H](CC(C)C)N(CCc2ccccc2)C1=S	?	i	.	-20%	?	.	-0.8%	.	-2.2
CC(=O)c1ccc(-n2c(CCC(=O)O)ccc2-c2ccccc2)cc1	-3%	i	-2%	-19%	-3%	-2%	3.5%	?	1.2
CCn1c(O)c(N=NC(=O)C(O)c2ccccc2)c2ccccc21 (centres undefined)	15%	i	3%	-15%	17%	-1%	6.5%	7%	0.9
O=C1c2ccccc2C(c2nnnn2-c2ccc3c(c2)OCCO3)N1CCc1c[nH]c2ccccc12 (centres undefined)	-2%	i	.	.	.	.	-1.2%	.	0.4
C/C(N)=C(/C#N)C(=O)COC(=O)c1cc(-c2cccc3ccccc23)nc2ccccc12	?	i	1%	-33%	?	-4%	0.3%	1%	0.2
CCOC(=O)c1ccc(NC(=O)C(=O)NCc2ccco2)cc1	7%&-3%	i	-6%&-3%	-3%&-2%	-2%&-4%	3%	2.5%&2.5%	1%&13%	-1.0
COc1ccc(-c2cc(-c3ccccc3O)[nH]n2)cc1OC	30%	i	-15%	-25%	13%	1%	11%	73%	-2.7
O=C1CCN(CCc2ccccc2)CCN1[C@H](CO)Cc1ccccc1	-5%	i	2%	-14%&19%	-12%&6%	2%	0.6%	-14%	-0.5

One compound at a time, from the list above.
CCOC(=O)c1ccc(NC(=O)C(=O)NCc2ccco2)cc1 is listed with Abeta rescue = 7%&-3%; pAkt inh = i; A549 tox = -6%&-3%; HepG2 viability = -3%&-2%; TGFb inhibitor = -2%&-4%; MmCpn inh = 3%; Nrf2 ARE act = 2.5%&2.5%; Nrf2 block = 1%&13%; CCT chaperon mod = -1.0
O=C(NCc1ccccc1Cl)c1ccc[nH]1 is listed with Abeta rescue = -1%; pAkt inh = i; A549 tox = -3%; HepG2 viability = -3%; TGFb inhibitor = -8%; MmCpn inh = -3%; Nrf2 ARE act = 0.0%; Nrf2 block = 0%; CCT chaperon mod = 0.7
